DNMT1 block: DNMT1 (human) enzyme inhibition; DNMT1 molecular beacon, Hinp1I cleavage, fluorescence; inhibition (reported as % activation of signal), % at 10 µM; 360,000 compounds, 0.83% hits; AID 588458; in the data active means inhibition above about 50%
MsrA inhibitor: bovine MsrA inhibition; inhibition, % at 15.5 µM; purified bovine MsrA, absorbance read-out; 360,000 compounds, 0.75% hits; in the data active means inhibition above about 4.5%;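 further: 0% = vehicle wells with enzyme and 100% = reference inhibitor wells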
NadD inh: NadD (S. aureus) enzyme inhibition; inhibition, % at 20 µM; purified NadD enzyme, colorimetric absorbance read-out; 360,000 compounds, 0.78% hits; in the data active means inhibition above about 26%; further: some compounds past the cut are filed as inactive
SUMO1 PPI mod: SUMO1-SIM interaction modulation; inhibition, % at 20 µM; SUMO1 binding to a labelled peptide, TR-FRET, 1 h; AID 602429; 360,000 compounds, 0.33% hits; in the data active means inhibition above about 37%
Target sequence (P63165 whole entry, looked up): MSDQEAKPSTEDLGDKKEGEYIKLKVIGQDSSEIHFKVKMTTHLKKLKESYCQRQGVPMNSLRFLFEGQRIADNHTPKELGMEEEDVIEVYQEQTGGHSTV
CSN inh: inhibitors of human CSN-mediated cullin deneddylation; 360,000 compounds, 0.38% hits; AID 651999; Q92905; Purified CSN, SCF-Nedd8-OG deneddylation, fluorescence polarization; inhibition, % at 12.5 µM;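 active means pattern-corrected inhibition above about 35%, with an unprinted fluorescence ratio check between 0.5 and 1.5, limit read from the data, passing the limit was not always enough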;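 further: 0% = enzyme with substrate and 100% = substrate without enzyme; some results filed as inactive read as strong as hits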
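Test system: purified human Csn5 enzyme expressed in HEK293T cells. Amount: 0.24 nM enzyme. Reagent: SCFSkp2-Nedd8OG substrate at 10 nM final. Schedule: 90 min incubation of compound, enzyme and substrate at room temperature. Detection: fluorescence polarization. Read-out: % inhibition of substrate cleavage by Csn5.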
Tb MetRS inh: blocks T. brucei methionyl-tRNA synthetase activity. AID 624268. 360,000 compounds, 0.4% hits. inhibition, % at 11.9 µM. purified T. brucei MetRS, ATP depletion, Kinase-Glo luminescence;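 active means inhibition above a per-plate cutoff of the control wells' mean inhibition plus 3 SD, cut at about 5.5% in these data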;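 further: 0% = DMSO wells median and 100% = median of wells with control inhibitor compound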
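Test system: purified T. brucei MetRS enzyme. Also added: ATP, methionine and E. coli bulk tRNA substrates. Compound: 11.9 µM single point. Schedule: 15 min enzyme-compound preincubation, 2 h reaction, 10 min detection, 25 °C. Signal: luciferase luminescence of residual ATP, Kinase-Glo. Evaluation: percent inhibition versus plate control medians. Controls: DMSO wells, low control.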
LMPTP block: blocks human LMPTP phosphatase; recombinant LMPTP-A, OMFP fluorogenic substrate, fluorescence intensity; 360,000 compounds, 0.22% hits; inhibition, % at 20 µM; P24666;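 active means compounds that cut the enzyme signal by at least half of the control window in the single-dose screen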;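 further: plate controls were DMSO wells with enzyme plus substrate for no effect and substrate without enzyme for full effect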
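Test system: LMPTP-A phosphatase enzyme; input: 0.625 nM LMPTP-A final; reagent: OMFP substrate, 400 µM final; compound dosing: 20 µM single dose, 3% DMSO; incubation: 50 min dark incubation at room temperature; measured by: endpoint fluorescence intensity from OMFP dephosphorylation; measure: % inhibition relative to no-enzyme and uninhibited control wells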
Rpn11 inh: inhibitors of human proteasome Rpn11 | 360,000 compounds, 0.59% hits | calls only at 20 µM | human 26S proteasome, Ub4-pepOG fluorescence polarization; 20S core pre-blocked with epoxomicin;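 active means inhibition at 20 µM, scaled to each plate's controls, above about 33%, limit read from the data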
STEP block: STEP (human) phosphatase inhibition. P54829. recombinant STEP, OMFP fluorogenic substrate, fluorescence. inhibition, % at 20 µM. 360,000 compounds, 0.25% hits. AID 588621;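 active means inhibition at 20 µM, scaled per plate between control wells, above about 37%, limit read from the data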;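 further: 0% = DMSO with enzyme and substrate and 100% = substrate only without enzyme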
Target sequence (P54829 whole entry, looked up): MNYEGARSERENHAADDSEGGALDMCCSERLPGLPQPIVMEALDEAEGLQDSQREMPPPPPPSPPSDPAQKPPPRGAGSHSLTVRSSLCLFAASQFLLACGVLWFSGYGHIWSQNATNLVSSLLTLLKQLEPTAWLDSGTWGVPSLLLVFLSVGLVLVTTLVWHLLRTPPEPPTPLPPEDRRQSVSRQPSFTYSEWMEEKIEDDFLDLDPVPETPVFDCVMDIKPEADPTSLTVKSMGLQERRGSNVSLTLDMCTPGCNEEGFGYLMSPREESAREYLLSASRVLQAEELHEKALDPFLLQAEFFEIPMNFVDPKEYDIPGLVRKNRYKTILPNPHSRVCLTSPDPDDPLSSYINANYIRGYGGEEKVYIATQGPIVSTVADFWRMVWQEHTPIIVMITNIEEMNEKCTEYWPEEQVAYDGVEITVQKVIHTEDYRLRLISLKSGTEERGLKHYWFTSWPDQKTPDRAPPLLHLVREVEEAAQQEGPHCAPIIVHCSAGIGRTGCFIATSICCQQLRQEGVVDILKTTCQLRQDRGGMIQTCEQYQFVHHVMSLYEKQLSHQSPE
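Test system: STEP tyrosine phosphatase / Reagent: OMFP at 25 µM / Doses: 20 µM, 1% DMSO / Read-out: percent inhibition scaled to no-enzyme and uninhibited-enzyme controls, plate-pattern corrected / Detection: FITC-channel fluorescence of OMFP product / Medium: Bis-Tris buffer pH 6.0, 2.5 mM DTT, 0.005% Tween 20 / Schedule: 20 min at room temperature, dark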
Scp1 inh: blocks human Scp-1 phosphatase activity; Q9GZU7; Recombinant Scp1, phosphopeptide, malachite green phosphate absorbance; inhibition, % at 20 µM; 340,000 compounds, 0.88% hits;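 active means inhibition above about 50% at 20 µM, limit read from the data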;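 further: plate controls were DMSO wells with enzyme for no effect and wells lacking enzyme for full effect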
Target sequence (Q9GZU7 76-261 limits assumed): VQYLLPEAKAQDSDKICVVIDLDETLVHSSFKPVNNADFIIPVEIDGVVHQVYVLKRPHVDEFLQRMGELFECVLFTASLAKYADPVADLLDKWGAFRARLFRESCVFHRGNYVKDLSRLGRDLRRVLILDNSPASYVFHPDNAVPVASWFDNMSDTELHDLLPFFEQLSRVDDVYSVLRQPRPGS
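Test system: SCP-1 phosphatase catalytic domain, residues 76-261; measured by: colorimetric phosphate reagent with accelerator and stabiliser, absorbance at 630 nm; timing: enzyme reaction 45 min at room temperature, colour 5 min, stabilisation 30 min; also added: Phosphorylated 17-residue peptide substrate; compound dosing: one concentration, 20 µM, with 1.0% DMSO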
* = called active by the depositor; i = inactive; . = not tested or not shown.

DNMT1 block	MsrA inhibitor	NadD inh	SUMO1 PPI mod	CSN inh	Tb MetRS inh	LMPTP block	compound	Rpn11 inh	STEP block	Scp1 inh
3	2.9	-9	-2	7	-0.9	1.8	CC1(C)Cc2nc3[nH]c(=S)[nH]c(=O)c3cc2CO1	i	-3	-2
-2	3.6	-8	0	5	0.1	1.1	CC1(C(=O)Nc2ccccc2)CCN1C(=O)CCc1ccc(Cl)cc1Cl (configuration not stated)	i	-2	.
0	0.8	2	-3	-1	-1.3	-1.3	COc1cccc(C(=O)NNS(=O)(=O)c2ccc(C)cc2)c1	i	-2	-8
-1	-0.8	9	18	-7	-0.5	-0.8	CCOC(=O)C1=NN(N=O)C2(CC(=O)N(c3cc(C)cc(C)c3)C2=O)C1 (configuration not stated)	i	-7	2
1	1.2	-2	6	-3	-0.1	-0.5	CCn1ncc(Br)c1C(=O)Nc1cc(C)on1	i	-4	-8
3	-0.7	1	7	2	-1.1	-2.5	CCN[C@H]1CN(CCCOC)S(=O)(=O)c2sc(S(N)(=O)=O)cc21	i	-5	-6
2	-0.1	5	-1	3	0.4	3.1	CN1CCN(C(=O)c2cccc(-c3ccc4nccn4c3)c2)CC1	i	-1	.
3	0.2	-3	0	3	-1.1	-0.2	Cc1ccc(S(=O)(=O)N2CCN(CC(=O)NC(=O)NCc3ccco3)CC2)cc1C	i	-1	9
1	0.3	1	4	1	-0.3	-2.3	CC1(C(=O)NS(=O)(=O)c2ccc3c(c2)CCO3)CCN1C(=O)C1(c2ccc(Cl)cc2)CC1 (configuration not stated)	i	-2	.
-1	-0.2	-1	7	-2	0.5	-0.3	Cc1ccc(N(CC(=O)NC2CCCCC2)C(=O)CNC(=O)c2cccs2)cc1	i	-1	-5
3	-0.3	8	-4	-3	-0.4	-1.3	COC(=O)c1ccc(NC(=O)CCN2C(=O)C3CC=CCC3C2=O)cc1 (configuration not stated)	i	-2	0
3	1.1	0	-4	0	0.1	1.0	Cc1oc2cc3oc(=O)c(CC(=O)N[C@@H](C)C(=O)NC(Cc4ccc(Cl)cc4)C(=O)O)c(C)c3cc2c1C (some centres not stated)	i	3	-4
5	-0.2	6	-2	8	-0.5	20	CC(=O)c1c(NCCc2ccccc2)nc(=S)n(-c2ccccc2)c1C	i	-1	9
27	1.1	-4	3	-1	-2.2	-0.6	Nc1ccccc1SCCS(=O)(=O)c1ccc(Cl)cc1	i	-2	-4
2	2.3	-7	-2	-6	-0.5	-1.9	CCOC(=O)C1=C(C)NC(C)=C(C(=O)OCC)C1C(=O)OCC(=O)N(C)Cc1ccccc1	i	-3	-12
-21	0.7	-1	-11	8	0.6	-0.1	c1csc(-c2nnsc2-c2nc3ccccc3[nH]2)c1	i	2	-12
6	-0.4	3	0	1	-0.3	0.1	O=C(CSc1nnc(CNC(=O)c2ccco2)o1)Nc1ccccc1	i	0	-9
4	1.8	-2	-11	1	-0.2	0.0	Cc1cc(C)c2sc(N(CCN(C)C)C(=O)CCS(=O)(=O)c3ccccc3)nc2c1	i	0	2
6	0.1	-5	9	1	0.2	1.1	Cn1c(=O)c2cc(NC(=O)CCc3cccc(Cl)c3)ccc2n1Cc1cccc(C(F)(F)F)c1	i	3	.
-2	0.3	-2	-1	4	-0.2	0.5	CNc1nc(C)nc(-n2nc(C)cc2C)n1	i	-2	-8

DNMT1 block	MsrA inhibitor	NadD inh	SUMO1 PPI mod	CSN inh	Tb MetRS inh	LMPTP block	compound	Rpn11 inh	STEP block	Scp1 inh
-10	0.3	-6	-10	-3	-0.6	0.5	CC(C)C[C@H]1COCCS(=O)(=O)N1Cc1ccc(Cl)c(Cl)c1	i	0	-11
-10	1.3	-3	6	-4	-0.8	1.2	CC(C)Oc1ccc(CNC(=O)c2ccc3c(c2)N(C)CCS3)cc1	i	4	2
0	-1.4	1	-4	-6	-0.5	-0.5	O=C(c1ccc2oc(Cc3ccc(Cl)cc3)nc2c1)N1CC[C@H](O)C1	i	-1	7
0	-0.9	0	-20	-2	-0.4	-2.8	NC(=O)CC(NC(=O)Cc1cccc2ccccc12)c1ccc(NCCN2CCCCC2)c([N+](=O)[O-])c1 (configuration not stated)	i	3	3
-2	1.1	4	9	0	-0.7	-0.5	C=CCNc1sc(C(=O)c2cccs2)c(N)c1C#N	i	-1	-5
-6	-0.7	-9	-2	1	0.8	4.0	Cc1cc(C)nc(N/C(=N\S(=O)(=O)Cc2ccccc2)Nc2ccccc2Br)n1	i	2	-21
4	1.9	2	0	-8	-0.7	-0.3	CCOC(=O)C1=C(c2ccccc2)Nc2ncnn2C1c1cc(OC)cc(OC)c1OC (configuration not stated)	i	3	-5
-4	0.0	13	5	-1	-1.5	2.5	CCN1CCCC1CNS(=O)(=O)c1cc(Br)cc2c1N(C(=O)C1CC1)CC2 (configuration not stated)	i	-3	-12
1	.	-6	5	1	-0.1	-2.3	Cc1ccc(C(=O)Nc2cccc(C(=O)O)c2)cc1S(=O)(=O)N1CCCCC1	i	-1	-2
2	4.1	-4	-8	1	-0.3	-0.4	O=C(c1cc(-c2cccs2)nc2ccccc12)N1CCN(CCO)CC1	i	3	-8
2	3.6	-4	9	0	-0.8	-0.4	CNC(=O)C(Sc1nc(C)nc2c1oc1ccccc12)C(C)=O (configuration not stated)	i	-1	-4
-3	-0.6	6	-2	0	0.0	-0.1	O=C1CN2NC(=S)N(c3ccccc3)C2=CN1c1ccc(Cl)cc1	i	-1	5
2	-0.7	-8	-8	-8	-1.0	-0.4	COc1cc2c(cc1OC)C(c1cccc([N+](=O)[O-])c1)NC(=O)C2 (configuration not stated)	i	0	2
1	1.4	2	-1	6	-0.2	0.9	COc1ccc(O)c(/C=N/NC(=O)c2ccc(N3CCCC3=O)cc2)c1	i	35	19
-1	0.8	-6	-3	-6	-1.1	-0.3	CCN(CC)S(=O)(=O)c1ccc2c(c1)c(=O)c(C(=O)NCc1cccs1)cn2C	i	4	-17
6	1.0	7	-3	-8	0.1	5.6	COc1ccccc1OCC(=O)Nc1cc(S(=O)(=O)N2CCCCC2)ccc1N1CCCCC1	i	0	0
0	1.6	4	-2	4	6.2*	-1.1	CCNC(=S)NNC(=O)c1ccc(S(=O)(=O)NCc2ccco2)cc1	i	0	13
7	1.1	-4	6	5	-2.5	1.7	O=c1cc(CCc2ccccc2)oc2cccc(O)c12	i	0	-7
-6	0.1	-10	3	0	0.1	-0.5	CCN1CCCc2cc(CN(CCN3CCOCC3)C(=O)Nc3ccc(C)c(C)c3)ccc21	i	1	9
1	1.2	-1	-2	-3	-0.3	0.5	NC(=O)Nc1ccc(F)cc1	i	-4	2

An excerpt from above with just Rpn11 inh and Scp1 inh:
structure,Rpn11 inh,Scp1 inh
CCOC(=O)C1=C(c2ccccc2)Nc2ncnn2C1c1cc(OC)cc(OC)c1OC (configuration not stated),i,-5
CC(C)Oc1ccc(CNC(=O)c2ccc3c(c2)N(C)CCS3)cc1,i,2
CCN1CCCc2cc(CN(CCN3CCOCC3)C(=O)Nc3ccc(C)c(C)c3)ccc21,i,9
NC(=O)CC(NC(=O)Cc1cccc2ccccc12)c1ccc(NCCN2CCCCC2)c([N+](=O)[O-])c1 (configuration not stated),i,3
O=C(c1ccc2oc(Cc3ccc(Cl)cc3)nc2c1)N1CC[C@H](O)C1,i,7

Going on with the list.
DNMT1 block	MsrA inhibitor	NadD inh	SUMO1 PPI mod	CSN inh	Tb MetRS inh	LMPTP block	compound	Rpn11 inh	STEP block	Scp1 inh
-3	-0.2	-4	-1	-12	0.3	-0.9	CCCn1c(SCC(=O)Nc2cc(Cl)ccc2OC)n[nH]c1=O	i	3	4
-1	0.8	-2	-14	3	0.0	-2.0	COc1ccc([N+](=O)[O-])cc1NS(=O)(=O)c1cc(C(=O)N2CCN(C)CC2)ccc1OC	i	1	-8
1	-0.4	-3	-34	2	0.2	1.4	COc1ccc(NC(=O)CSc2ccccn2)c([N+](=O)[O-])c1	i	2	4
1	-0.1	1	1	-1	0.4	-3.6	CCOC(=O)C1(C)NC(c2cc(OC)c(OC)c(OC)c2)C2C(=O)N(CC)C(=O)C21 (configuration not stated)	i	1	5
6	0.8	-3	0	2	-1.2	1.6	S=C(c1ccccc1)N1CCCc2ccccc21	i	0	1

3 compounds already listed, arranged by their value in Tb MetRS inh, rising:
mol,Tb MetRS inh
COc1ccc([N+](=O)[O-])cc1NS(=O)(=O)c1cc(C(=O)N2CCN(C)CC2)ccc1OC,0.0
CCCn1c(SCC(=O)Nc2cc(Cl)ccc2OC)n[nH]c1=O,0.3
CCOC(=O)C1(C)NC(c2cc(OC)c(OC)c(OC)c2)C2C(=O)N(CC)C(=O)C21 (configuration not stated),0.4

The order is random; any-hit rate near 3.9%.
